# RGS4 inh: human RGS4 inhibition. Transcreener GDP fluorescence polarization, RGS4-accelerated GTP hydrolysis. Potency, µM (doses to about 114 µM), for the others: top-dose activity change, negative = inhibition, usual class: inhibitors. 0.039% of 390,000 active. AID 504845; also: potency is read from the fitted curve at half-maximal effect; % is scaled to controls: 0 for no effect and ±100 for the full control effect; nearly all actives have a fitted effect of over 75% in size; some results filed as inactive show a strong effect at the top dose
# Target sequence (P49798 whole entry, looked up): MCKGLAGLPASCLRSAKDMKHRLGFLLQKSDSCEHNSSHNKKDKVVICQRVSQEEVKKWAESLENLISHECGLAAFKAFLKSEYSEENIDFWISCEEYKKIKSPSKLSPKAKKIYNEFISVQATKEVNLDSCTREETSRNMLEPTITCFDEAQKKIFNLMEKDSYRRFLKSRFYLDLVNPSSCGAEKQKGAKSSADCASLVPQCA
#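 MLSMR compounds (23 nl, pin-transferred) preincubated 10 min at room temperature with a 500nM (2x) first reagent, then RGS4 at 900nM (2x) plus Transcreener GDP mix added; fluorescence polarization (620/688 nm) read before and after 90 min at 30 °C.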
# Vif-A3G inh: inhibitors of Vif-APOBEC3G interaction; Q9HC16; HeLa A3G-eYFP + Vif (tagged APOBEC3G with the HIV-1 protein that degrades it), YFP fluorescence, overnight; Potency, µM (top dose mostly 46.1 µM), for inactives: at the top dose activity, negative = active, most hits filed as inhibitors; 0.076% of 410,000 active; AID 602310;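 also: potency is read from the fitted curve at half-maximal effect; % is scaled to controls: 0 for no effect and ±100 for the full control effect; nearly all actives have a fitted effect of over 60% in size; hits raise eYFP signal because A3G escapes Vif-driven loss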
# Target sequence (Q9HC16 whole entry, looked up): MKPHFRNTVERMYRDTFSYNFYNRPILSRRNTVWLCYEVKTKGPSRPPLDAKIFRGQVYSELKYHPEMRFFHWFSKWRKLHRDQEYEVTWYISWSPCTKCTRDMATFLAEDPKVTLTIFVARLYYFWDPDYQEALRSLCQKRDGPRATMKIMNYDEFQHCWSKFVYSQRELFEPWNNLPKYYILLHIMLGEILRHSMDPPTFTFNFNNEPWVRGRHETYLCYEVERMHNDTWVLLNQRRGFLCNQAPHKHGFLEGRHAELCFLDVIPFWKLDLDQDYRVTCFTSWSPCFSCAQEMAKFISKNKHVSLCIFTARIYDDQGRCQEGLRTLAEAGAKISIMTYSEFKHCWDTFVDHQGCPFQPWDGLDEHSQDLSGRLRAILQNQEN
#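 HeLa cells stably expressing Vif and C-terminally eYFP-tagged A3G, seeded overnight at 37 deg C, then exposed to compound by pintool overnight at 37 deg C. Rise in yellow fluorescence (Ex 488/Em 500-530, Acumen) marks blocked Vif-driven A3G degradation.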
# IDH1 R132H inh: blocks human mutant IDH1 R132H enzyme | IDH1-R132H enzyme, NADPH consumption, diaphorase/resazurin fluorescence | Potency, µM (doses to about 76.6 µM), without a hit: top-dose activity change, negative = inhibition, most hits filed as inhibitors | 0.093% of 390,000 active | AID 602179; also: potency is read from the fitted curve at half-maximal effect; % is scaled to controls: 0 for no effect and ±100 for the full control effect; nearly all actives have a fitted effect of over 65% in size
# Target sequence (O75874 whole entry R132H, stated change not applied): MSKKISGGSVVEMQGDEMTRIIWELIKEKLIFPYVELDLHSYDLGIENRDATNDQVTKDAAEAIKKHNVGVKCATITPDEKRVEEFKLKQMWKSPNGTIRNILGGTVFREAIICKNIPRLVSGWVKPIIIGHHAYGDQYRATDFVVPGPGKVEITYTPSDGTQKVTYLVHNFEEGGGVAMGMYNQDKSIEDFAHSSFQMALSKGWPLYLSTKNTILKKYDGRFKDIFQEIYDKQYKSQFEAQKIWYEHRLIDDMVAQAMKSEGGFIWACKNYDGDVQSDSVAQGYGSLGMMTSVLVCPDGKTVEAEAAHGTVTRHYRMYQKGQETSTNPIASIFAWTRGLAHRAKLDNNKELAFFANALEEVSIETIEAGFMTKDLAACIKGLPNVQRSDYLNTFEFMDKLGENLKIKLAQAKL
#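 IDH1-R132H (0.5 ug/mL dispensed) in pH 7.5 Tris buffer was preincubated 30 min with compound, then given a substrate mix of 0.016 mM NADPH and 2 mM alpha-KG for 80 min at room temperature; remaining NADPH was read by diaphorase/resazurin fluorescence.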
# rTrxR1 inhibitor: blocks rat thioredoxin reductase 1 | AID 588453 | Potency, µM (doses to about 114 µM), without a hit: at the highest dose activity change, negative = inhibition, actives largely listed as inhibitors | O89049 | recombinant rTrxR1, NADPH fluorescence consumption, selenite substrate | 1% of 390,000 active; also: potency is read from the fitted curve at half-maximal effect; % is scaled to controls: 0 for no effect and ±100 for the full control effect; nearly all actives have a fitted effect of over 65% in size
#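 Rat TrxR1 (90 nM in the dispensed reagent) was pre-reduced with 400 uM NADPH for 5 min at room temperature, then incubated with compound for 15 min. After 400 uM selenite was added, NADPH fluorescence (Ex 340/Em 450 nm) was followed for 8 min.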
# USP1 inh: inhibitors of human USP1/UAF1 deubiquitinase | recombinant USP1/UAF1, Ub-Rhodamine cleavage fluorescence | AID 743255 | 0.23% of 390,000 active | Potency, µM (series often up to 57.1 µM), inactives show at the top dose activity change, negative = inhibition, hits mostly inhibitors; also: potency is read from the fitted curve at half-maximal effect; % is scaled to controls: 0 for no effect and ±100 for the full control effect; nearly all actives have a fitted effect of over 60% in size; inactives centre near -12
#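 In this screen, compounds sit with the deubiquitinase complex (1nM) for 15 min at room temperature before Ub-Rho is added at 150nM final. Fluorescence rise is then followed for 6 reads every 60 seconds.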
# GRP78 ERSR act: ER stress response induction in glioma; U87-MG GRP78 promoter luciferase reporter, 16 h; Potency, µM, for the others: at the highest dose activation, actives largely listed as activators; 0.02% of 420,000 active; AID 602332; also: potency is read from the fitted curve at half-maximal effect; series mostly up to about 76 µM; % of control where 0% means no effect; nearly all actives have a fitted effect of over 35% in size
#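 Stably transfected U87-MG human glioma cells carrying a GRP78-based luminescent sensor were seeded at 1000 cells/well, pin-dosed with compounds and incubated 16 h. Luciferase reagent was then added, and end-point luminescence was read after 10 min at room temperature.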
# TrxR1 substrate: is turned over as a substrate by rat TrxR1; 0.01% of 390,000 active; AID 588456; Potency, µM (top dose mostly 114 µM), for inactives: top-dose activity change, negative = substrate turnover; O89049; purified TrxR1 substrate turnover, NADPH consumption readout; also: potency is read from the fitted curve at half-maximal effect; % is scaled to controls: 0 for no effect and ±100 for the full control effect; nearly all actives have a fitted effect of over 50% in size
#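 Rat TrxR1, dispensed at 90 nM, was prereduced with 400 uM NADPH (final) for 5 min at ~22 deg C, then incubated with compound 15 min before 400 uM selenite. A first-read NADPH fluorescence drop versus no-compound background flagged substrates.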
# Vif-A3F inh: Vif-A3F binding inhibition. Potency, µM (highest dose often 46.1 µM), inactives show at the top dose activity, negative = active. 0.2% of 390,000 active. HeLa A3F-eYFP + Vif (tagged APOBEC3F with the HIV-1 protein that degrades it), YFP fluorescence increase; also: potency is read from the fitted curve at half-maximal effect; % of control where 0% means no effect; nearly all actives have a fitted effect of over 65% in size
#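 HeLa cells stably expressing Vif plus C-terminally eYFP-tagged A3F were seeded, incubated overnight at 37 deg C, dosed with compound, incubated overnight again at 37 deg C. Yellow fluorescence (Ex 488/Em 500-530) reported blocked Vif-mediated A3F-eYFP degradation.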
# LDHA block: inhibitors of human lactate dehydrogenase A | P00338 | purified LDHA, NADH/diaphorase-resazurin fluorescence; stronger effect = lower value | activity change, % (values are at about 110 or 230 µM) | 0.15% of 480,000 active | AID 1347041; in the data active = activity change below about -30%; inconclusive = mostly about -25% to -30%;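 also: plate controls were DMSO wells for no effect and wells without enzyme for full effect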
#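 Human LDH5 (2 nM) was incubated with 0.06 mM NADH and 0.2 mM pyruvate for 5 min at room temperature in Tris pH 7.4. Remaining NADH was coupled through diaphorase/resazurin, and resorufin fluorescence was read at 0 and 20 min.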
# * = called active by the depositor; u = inconclusive; x = not tested or not shown; [ ] = dose if it differs, or a comment. Unless noted, calls follow the shape of the dose curve; as a rule, active = well fitted curve in the direction sought with a large enough effect; inconclusive = small, poorly fitted or top-dose-only effect, or another doubt; inactive = no such curve, though single readings can be large; an effect the other way counts as inactive or inconclusive. Only part of the results is shown. The share of hits here may be higher or lower than overall.
1) Cc1ccc(NC(=O)CN(C)C(=O)Cn2cc(C(F)(F)F)cc(Cl)c2=O)cc1
2) Cc1cc(NC(=O)CSc2nnc(-c3ccncc3)n2-c2ccc(F)cc2)no1
3) COc1ccc(C(=O)N(C)Cc2ccccc2F)cc1S(=O)(=O)N1CCCC1
4) CCOC(=O)C1=C(COC(=O)/C=C/c2cccc([N+](=O)[O-])c2)NC(=O)NC1C (stereo not given)
5) Cc1ccc(NC(=O)C(C)OC(=O)CCNS(=O)(=O)c2ccc(C)cc2)cc1 (stereo not given)
6) Cc1ccc(C(=O)NCCNC(=O)c2ccco2)cn1
7) CC/C(=N/O)C(=O)c1ccc(Br)cc1
8) Cc1cc(C(F)(F)F)nc(-n2cc(-c3cccc(N)c3)nn2)n1
Assay by compound | 1 | 2 | 3 | 4 | 5 | 6 | 7 | 8
RGS4 inh | 9% | 10% | -11% | -7% | 11% | -4% | u | -20%
Vif-A3G inh | -1% | -6% | -3% | 0% | 1% | 0% | -2% | 0%
IDH1 R132H inh | 6% | 4% | 7% | 4% | 1% | -13% | 1% | -4%
rTrxR1 inhibitor | -1% | 12%[57.1 µM] | 13% | 18%[57.1 µM] | 8% | 9% | 2%[57.1 µM] | 12%
USP1 inh | -5% | -6% | -10% | -21% | -1% | u | -10% | -25%
GRP78 ERSR act | -3% | 1% | -4% | 4% | -2% | -4% | 6% | -1%
TrxR1 substrate | -7% | -11% | -2% | 16%[57.1 µM] | -6% | -1% | 8%[57.1 µM] | 5%
Vif-A3F inh | 0% | 9% | 1% | 8% | -15% | 0% | -7% | -15%
LDHA block | -5 | 1 | -3 | -2 | -1 | -15 | -1 | 1

9) O=C(NCc1ccc(Cl)cc1)c1nccnc1CO
10) O=[N+]([O-])c1cc(S(=O)(=O)NCCN2CCOCC2)ccc1Cl
11) CC(C)(C)n1nnnc1C(c1cccnc1)N1CCN(c2ccccn2)CC1 (stereo not given)
12) CCn1c(=O)c2ccccc2n2c(SCC(=O)N3CCc4ccccc4C3)nnc12
13) c1ccc(-c2nc(NCC3CCCO3)c3ccccc3n2)nc1 (stereo not given)
14) COc1ccc(S(=O)(=O)N2CCCCCC2)cc1C(=O)OC(C)C(N)=O (stereo not given)
15) O=C(O)c1ccc(-c2nc3ccccc3[nH]2)cc1
16) Cc1nnc(SCC(=O)NNC(=O)c2ccccc2)n1N
Assay by compound | 9 | 10 | 11 | 12 | 13 | 14 | 15 | 16
RGS4 inh | -19% | -6% | -11% | -6% | -22% | 13% | 8% | 16%
Vif-A3G inh | -7% | 0% | 3% | 0% | 0% | 0% | 1% | 6%
IDH1 R132H inh | 0% | 13% | 0% | -1% | 5% | 0% | 2% | -1%
rTrxR1 inhibitor | 20% | -21% | 23% | 7%[57.1 µM] | 7% | 15% | u | 18%
USP1 inh | -18% | -26% | -17% | 8% | -18% | -1% | -7% | -22%
GRP78 ERSR act | -4% | -3% | -3% | -5% | -1% | -1% | -4% | -2%
TrxR1 substrate | 6% | 1% | 4% | 3%[57.1 µM] | 4% | -2% | 608%[activator] | 4%
Vif-A3F inh | 6% | 5% | -1% | 2% | -1% | -4% | 2% | -5%
LDHA block | -3 | -8 | -1 | -8 | 0 | -9 | -15 | 1

# Screen by screen, from the results shown:
# Vif-A3F inh for entries 5 to 13: -15%, 0%, -7%, -15%, 6%, 5%, -1%, 2%, -1%

# A second format for part of the listing above.
# Values run as follows: RGS4 inh, Vif-A3G inh, IDH1 R132H inh, rTrxR1 inhibitor, USP1 inh, GRP78 ERSR act, TrxR1 substrate, Vif-A3F inh, LDHA block
6	Cc1ccc(C(=O)NCCNC(=O)c2ccco2)cn1
    -4%, 0%, -13%, 9%, u, -4%, -1%, 0%, -15
7	CC/C(=N/O)C(=O)c1ccc(Br)cc1
    u, -2%, 1%, 2%[57.1 µM], -10%, 6%, 8%[57.1 µM], -7%, -1
8	Cc1cc(C(F)(F)F)nc(-n2cc(-c3cccc(N)c3)nn2)n1
    -20%, 0%, -4%, 12%, -25%, -1%, 5%, -15%, 1
9	O=C(NCc1ccc(Cl)cc1)c1nccnc1CO
    -19%, -7%, 0%, 20%, -18%, -4%, 6%, 6%, -3
10	O=[N+]([O-])c1cc(S(=O)(=O)NCCN2CCOCC2)ccc1Cl
    -6%, 0%, 13%, -21%, -26%, -3%, 1%, 5%, -8
11	CC(C)(C)n1nnnc1C(c1cccnc1)N1CCN(c2ccccn2)CC1 (stereo not given)
    -11%, 3%, 0%, 23%, -17%, -3%, 4%, -1%, -1
12	CCn1c(=O)c2ccccc2n2c(SCC(=O)N3CCc4ccccc4C3)nnc12
    -6%, 0%, -1%, 7%[57.1 µM], 8%, -5%, 3%[57.1 µM], 2%, -8
13	c1ccc(-c2nc(NCC3CCCO3)c3ccccc3n2)nc1 (stereo not given)
    -22%, 0%, 5%, 7%, -18%, -1%, 4%, -1%, 0
14	COc1ccc(S(=O)(=O)N2CCCCCC2)cc1C(=O)OC(C)C(N)=O (stereo not given)
    13%, 0%, 0%, 15%, -1%, -1%, -2%, -4%, -9

# Next results:
17) O=S(=O)(Nc1nnc(C2CC2)s1)c1ccccc1
18) CC(=O)c1ccc(NC(=O)CCCN2C(=O)/C(=C/C(C)=C/c3ccccc3)SC2=S)cc1
19) Cc1ccc(-c2c(C(=O)N/N=C/c3cccc(Cl)c3)nnn2-c2nonc2N)cc1
20) Cc1ccc(C)c(S(=O)(=O)N2CCCC2CNC(=O)C(=O)NCc2ccccn2)c1 (stereo not given)
21) O=S(=O)(NCCCN1CCN(c2ccccc2F)CC1)c1cccc2cccnc12
22) COc1ccc(NC(=O)CN(C)S(=O)(=O)c2ccc(C)cc2)c([N+](=O)[O-])c1
23) C/C=C/c1ccccc1OCc1ccc(C(=O)O)o1
24) COC(=O)c1ccccc1NC(=O)c1ccc(-c2nc(COc3ccccc3)c(C)o2)cc1
Assay by compound | 17 | 18 | 19 | 20 | 21 | 22 | 23 | 24
RGS4 inh | -35% | 11% | -11% | 5% | 5% | 5% | 28% | 14%
Vif-A3G inh | 0% | -6% | -5% | 0% | -1% | -2% | 0% | 3%
IDH1 R132H inh | 14% | 4% | 44%[activator] | -8% | -12% | 1% | -2% | 33%
rTrxR1 inhibitor | 19% | -23% | 15% | -4%[57.1 µM] | -33% | -10% | 23% | -4%
USP1 inh | -17% | -26% | -24% | -8% | 5% | -9% | -4% | -11%
GRP78 ERSR act | 1% | -4% | -6% | 3% | -4% | 0% | 2% | -3%
TrxR1 substrate | 0% | -14% | 1% | -3%[57.1 µM] | -16% | -15% | 13% | -8%
Vif-A3F inh | 2% | -10% | -6% | -1% | -7% | u | x | 2%
LDHA block | -3 | -5 | 0 | -5 | -8 | -8 | -6 | -2

# (further entries)
No. | SMILES | RGS4 inh | Vif-A3G inh | IDH1 R132H inh | rTrxR1 inhibitor | USP1 inh | GRP78 ERSR act | TrxR1 substrate | Vif-A3F inh | LDHA block
25 | Cc1ccc(NC(=O)Cc2c(C(=O)O)c(C)cn2C)cc1Cl | 10% | -2% | 15% | 16%[57.1 µM] | -12% | -1% | 2%[57.1 µM] | 10% | 3
26 | CC(Oc1ccc(Br)cc1)C(=O)O/N=C(\N)c1ccncc1 (stereo not given) | -11% | -1% | 4% | 4% | -21% | 1% | -3% | 7% | -1
27 | CC(C)CN(CC(C)C)C1=N/C(=C\c2ccco2)C(=O)N1c1ccccc1 | -36% | -14% | -3% | u | -1% | 0% | -9% | x | 1
28 | COCCSc1nnc(NS(=O)(=O)c2ccccc2)s1 | -31% | -1% | 2% | 4%[57.1 µM] | -23% | -4% | -3%[57.1 µM] | 7% | -4
29 | COc1ccc(S(=O)(=O)N(C)C)cc1NC(=O)CSc1ncccn1 | u | -1% | 3% | 19% | u | -5% | -13%[57.1 µM] | -7% | -1
30 | COc1ccc(NC(=O)C2=C(C)Nc3c(C(=O)Nc4ccc(C)cc4)cnn3C2c2cccc(Cl)c2)cc1 (stereo not given) | -9% | 3% | 4% | 9% | -4% | -5% | 4% | -12% | -9
31 | COc1ccccc1CN(C)CC(=O)Nc1cccc(S(=O)(=O)N2CCCC2)c1 | -10% | -3% | 5% | 9%[57.1 µM] | u | -4% | 0%[57.1 µM] | -4% | -13
32 | COC(=O)CN1C(=O)[C@H]2[C@@H](C3CC3)N3C(=O)CN(Cc4ccc(-c5ccccc5)cc4)C(=O)[C@@]3(Cc3ccccc3)[C@H]2C1=O | -10% | 6% | 2% | 13% | -18% | 1% | -5%[57.1 µM] | -4% | -4
33 | NC(=O)C1CCN(c2nc3c(S(=O)(=O)c4ccccc4)nnn3c3ccccc23)CC1 | 7% | -8% | 8% | 13% | -12% | -3% | 2% | 4% | 1
34 | O=C(O)Cc1sc(Nc2ccc(Cl)cc2)nc1-c1cccs1 | u | -7% | -5% | -5%[57.1 µM] | -10% | 5% | -2%[57.1 µM] | u | 0
35 | COC(=O)CN(c1nc(C)c(Cl)c(OC)n1)S(=O)(=O)c1ccc(C)cc1 | -10% | -4% | 4% | 13% | -21% | -7% | -3% | 3% | -1

# Bioassay records deposited in PubChem BioAssay by National Center for Advancing Translational Sciences (NCATS).
